Source: PubChem BioAssay (National Center for Advancing Translational Sciences (NCATS))
G9a inh: qHTS Assay for Inhibitors of Histone Lysine Methyltransferase G9a | 350,000 compounds, 8.8% hits | AID 504332, 2011 | Histone-lysine N-methyltransferase EHMT2 (Homo sapiens), Q96KQ7 | Potency, µM (highest dose often 102 µM), for the others: top-dose activity, negative = inhibition, most hits filed as inhibitors | G9a H3K9 monomethylation, AlphaScreen, 2 h; further: potency means the concentration at half of the fitted maximal effect; on the % scale 0 is the no-effect control and ±100 the full control effect; nearly all actives have a fitted effect of over 75% in size
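Readings reflect AlphaScreen signal from monomethyl-H3K9 antibody detection. HMT at 20 nM; substrate b-H3K9 500 nM; cofactor SAM 20 uM; 2 h RT reaction; compounds tested as titrations in qHTS with 15 min preincubation.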
JMJD2A Tudor inh: qHTS Assay for Inhibitors of JMJD2A-Tudor Domain | AlphaScreen JMJD2A-Tudor / H3K4me3 peptide binding | Potency, µM (series often up to 114 µM), for the others: top-dose activity change, negative = inhibition, hits mostly inhibitors | 390,000 compounds, 4.4% hits; further: potency means the concentration at half of the fitted maximal effect; on the % scale 0 is the no-effect control and ±100 the full control effect; nearly all actives have a fitted effect of over 50% in size
BAZ2B block: qHTS Assay for Inhibitors of BAZ2B; Bromodomain adjacent to zinc finger domain protein 2B (Homo sapiens), Q9UIF8; AlphaScreen BAZ2B-H3K14Ac peptide displacement; Potency, µM (series often up to 114 µM), without a hit: at the highest dose activity change, negative = inhibition, most hits filed as inhibitors; 360,000 compounds, 4.4% hits; AID 504333, 2011; further: potency means the concentration at half of the fitted maximal effect; on the % scale 0 is the no-effect control and ±100 the full control effect; nearly all actives have a fitted effect of over 60% in size
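In this displacement format the biotinylated H3(5-23) peptide acetylated at Lys14 serves as ligand at 50 nM, with BAZ2B at 50 nM in PBS pH 7.4 containing 0.01% Tween-20. Donor and acceptor beads are 10 ug/mL final.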
ERG-DNA inh: qHTS for Small Molecule Inhibitors of the ERG Ets/DNA interaction; Potency, µM (titrated, usually from 76.9 µM), inactives show top-dose FP activity, negative = inhibition, usual class: inhibitors; 370,000 compounds, 0.028% hits; Transcriptional regulator ERG (Homo sapiens), P11308; fluorescence polarization, His-ERG Ets domain / labelled DNA; active means well fitted inhibition curve with a large enough effect in the polarisation, with a control signal flat; inconclusive means small, poorly fitted or top-dose-only effect, or effect the other way, or a change in a side signal; inactive means no such curve, though single readings can be large or run the other way; the % refers to the polarisation;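 further: polarization taken with two DNA probes labelled with fluorescein and Texas red; potency means the concentration at half of the fitted maximal effect; % of control where 0% means no effect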
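His-tagged ERG Ets domain (1 uM in the protein solution; 300mM KCl, 50mM Tris-HCl, 1mM EDTA, 1mM DTT, pH 7.5) received compound, then a probe mix of 5 nM fluorescein-DNA and 100nM Texas-615-DNA. Fluorescence polarization was read for both dyes.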
ALOX12 inh: Primary qHTS assay for inhibitors of human arachidonate 12S-lipoxygenase (ALOX12): Round 2 | purified 12hLO, xylenol orange hydroperoxide absorbance | Polyunsaturated fatty acid lipoxygenase ALOX12 (Homo sapiens), P18054 | 580,000 compounds, 1.1% hits | AID 1671190, 2021 | Potency, µM (titrated, usually from 108 µM), for inactives: at the highest dose activity change, negative = inhibition, usual class: inhibitors; further: potency means the concentration at half of the fitted maximal effect; on the % scale 0 is the no-effect control and ±100 the full control effect
Target sequence (P18054 whole entry, looked up): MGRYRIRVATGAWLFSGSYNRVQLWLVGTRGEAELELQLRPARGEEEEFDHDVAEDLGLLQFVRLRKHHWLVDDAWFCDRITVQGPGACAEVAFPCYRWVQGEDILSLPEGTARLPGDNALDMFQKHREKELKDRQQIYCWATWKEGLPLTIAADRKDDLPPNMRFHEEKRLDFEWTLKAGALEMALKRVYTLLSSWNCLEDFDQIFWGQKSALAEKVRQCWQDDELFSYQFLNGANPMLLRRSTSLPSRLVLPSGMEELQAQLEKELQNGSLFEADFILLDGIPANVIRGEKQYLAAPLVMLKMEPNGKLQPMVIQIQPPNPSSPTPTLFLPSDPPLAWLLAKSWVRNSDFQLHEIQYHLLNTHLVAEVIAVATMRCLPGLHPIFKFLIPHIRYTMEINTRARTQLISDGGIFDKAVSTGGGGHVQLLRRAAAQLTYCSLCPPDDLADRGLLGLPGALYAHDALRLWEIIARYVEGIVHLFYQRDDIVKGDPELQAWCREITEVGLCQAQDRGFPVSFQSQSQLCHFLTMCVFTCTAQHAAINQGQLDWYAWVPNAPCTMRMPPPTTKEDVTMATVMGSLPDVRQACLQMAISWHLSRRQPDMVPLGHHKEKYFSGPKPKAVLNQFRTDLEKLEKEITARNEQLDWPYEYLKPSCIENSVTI
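Purified human 12hLO at 150 nM in 25 mM Hepes, 0.01% Triton X-100, pH 7.0, preincubated 15 min at room temperature with compound. Reaction started with 40 uM arachidonic acid, 30 min at room temperature. Hydroperoxide measured by Fe-xylenol orange, 573/405 nm absorbance ratio.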
HP1b chromo inh: HTS for Inhibitors of HP1-beta Chromodomain Interactions with Methylated Histone Tails. Chromobox protein homolog 1 (Homo sapiens), P83916. AlphaScreen HP1-beta / biotin-H3K9me3 peptide binding. Potency, µM (doses to about 114 µM), for inactives: at the highest dose activity change, negative = inhibition, most hits filed as inhibitors. 390,000 compounds, 0.56% hits. AID 540317, 2011; further: potency means the concentration at half of the fitted maximal effect; nearly all actives have a fitted effect of over 70% in size; inactives centre near 23
Target sequence (P83916 whole entry, looked up): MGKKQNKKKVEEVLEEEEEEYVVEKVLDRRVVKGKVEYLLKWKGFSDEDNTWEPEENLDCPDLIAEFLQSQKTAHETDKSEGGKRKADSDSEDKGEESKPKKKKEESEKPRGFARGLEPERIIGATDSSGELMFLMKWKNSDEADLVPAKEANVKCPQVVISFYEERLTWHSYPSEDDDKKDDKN
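Compound inhibition of the preformed complex between 50 nM HP1-beta and 50 nM biotinylated H3K9me3 peptide was read by AlphaScreen. Buffer was PBS pH 7.4 with 0.01% Tween-20. Incubations ran 30 min at room temperature, with 10 ug/mL donor/acceptor beads.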
GLS inhibitor: qHTS for Inhibitors of Glutaminase (GLS) | Potency, µM (highest dose often 45.5 µM), for the others: top-dose activity change, negative = inhibition, most hits filed as inhibitors | GLS enzymatic activity, qHTS titration | 410,000 compounds, 0.21% hits | AID 624170, 2012; further: potency means the concentration at half of the fitted maximal effect; on the % scale 0 is the no-effect control and ±100 the full control effect
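Read-out is an Amplex red fluorescence increase coupled through glutamate oxidase and HRP, measured before and after 30 min room-temperature incubation. hKGA is in 45 mM KH2PO4 (pH 8.2) with 0.02% Tween-20; glutamine added as 1mM solution.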
PI4K2A inh: qHTS for small molecular inhibitors of PI4K2A | AID 1346378, 2018 | purified PI4K2A, ADP-Glo luminescence, 1 h; hits give low values | activity change, negative = inhibition, % at 76.9 µM | 420,000 compounds, 0.13% hits; in the data active means activity change below about -50%; inconclusive means mostly about -30% to -49%;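 further: -100% = wells without enzyme as full effect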
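Compounds are screened against recombinant PI4K2A using PI as substrate and ATP, the latter dispensed at 300 microM. Reactions run one hour at ambient temperature before ADP-Glo detection; full inhibition defined by wells lacking enzyme.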
RGS4 inhibitor: Inhibitors of Regulator of G Protein Signaling (RGS) 4: qHTS; Regulator of G-protein signaling 4 (Homo sapiens), P49798; 390,000 compounds, 0.039% hits; Potency, µM (highest dose often 114 µM), for inactives: at the top dose activity change, negative = inhibition, actives largely listed as inhibitors; AID 504845, 2011; Transcreener GDP fluorescence polarization, RGS4-accelerated GTP hydrolysis; further: potency means the concentration at half of the fitted maximal effect; on the % scale 0 is the no-effect control and ±100 the full control effect; nearly all actives have a fitted effect of over 75% in size; some results filed as inactive show a strong effect at the top dose
Target sequence (P49798 whole entry, looked up): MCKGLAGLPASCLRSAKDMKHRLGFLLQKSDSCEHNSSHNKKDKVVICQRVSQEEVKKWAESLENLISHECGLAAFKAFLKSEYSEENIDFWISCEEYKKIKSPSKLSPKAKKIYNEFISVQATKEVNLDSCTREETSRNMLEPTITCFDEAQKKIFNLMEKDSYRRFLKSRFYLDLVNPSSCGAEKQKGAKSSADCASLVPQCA
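MLSMR compounds (23 nl, pin-transferred) preincubated 10 min at room temperature with a 500nM (2x) first reagent, then RGS4 at 900nM (2x) plus Transcreener GDP mix added; fluorescence polarization (620/688 nm) read before and after 90 min at 30 °C.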
* = called active by the depositor; u = inconclusive; x = not tested or not shown; [ ] = remark or other dose. Unless noted, the call rests on the fitted dose curve; in most records, active means well fitted curve in the direction sought with a large enough effect; inconclusive means small, poorly fitted or top-dose-only effect, or another doubt; inactive means no such curve, though single readings can be large; an effect the other way counts as inactive or inconclusive. The list is partial, so the mix of outcomes need not match the whole.

SMILES | G9a inh | JMJD2A Tudor inh | BAZ2B block | ERG-DNA inh | ALOX12 inh | HP1b chromo inh | GLS inhibitor | PI4K2A inh | RGS4 inhibitor
CCc1ccc(C(=O)NC2=NC(c3ccccc3F)CC(=O)N2)cc1 (configuration not stated) | 8%[59 µM] | -5% | -20% | -1% | u | 45%[activator] | 1% | 2 | -5%
Oc1ccc(-c2nc(-c3ccc(O)c(O)c3)cs2)cc1 | 8.9µM* | 50µM* | u | 4% | u | u | u | -2 | -18%
CCCn1c(SCC(=O)/C(C#N)=C(\C)N)n[nH]c1=O | -20% | -3% | 1% | 0% | 10% | 18% | -1% | 1 | 8%
O=C(NC1CCCCC1)C(c1ccncc1)N(Cc1ccccc1)C(=O)c1ccc(-c2ccccc2)[nH]1 (configuration not stated) | 28%[0.501 µM] | u | u | -1% | -7% | -18% | -4% | -5 | -17%
Cc1noc(C)c1COC(=O)CCCNC(=O)c1ccc(Cl)cc1 | -12% | -18% | -12% | 9% | 0% | 31% | 2% | 2 | 6%
N/C(Cc1ccc(Cl)cc1Cl)=N\OC(=O)Cc1ccc(Cl)cc1 | 78%[activator][59 µM] | 74%[activator] | 99%[activator] | 8% | u | 129%[activator] | -3% | 2 | -3%
Cc1cc(NC(=O)CN2CCCC2c2nc3ccccc3s2)no1 (configuration not stated) | u | -17% | -24% | 3% | 14% | 18% | -1% | -4 | -21%
CC(=O)c1cc(-c2ccc(F)cc2)n(CC(=O)Nc2cc(C)cc(C)c2)c1C | -1%[59 µM] | -6% | 4% | -13% | -23% | 2% | -7% | 4 | -9%
CCN(C(=O)C(C)OC(=O)c1nn(-c2ccccc2C(F)(F)F)cc1O)c1ccccc1 (configuration not stated) | x | -8% | x | -3% | 5% | 17% | 0% | -2 | -14%
COc1ccc(C(C)(C)C)cc1NC(=O)C1CC(=O)N(C2CCCC2)C1 (configuration not stated) | x | -10% | x | -13% | -4% | 29% | 2% | 2 | 28%
O=C(CCN1C(=O)c2ccccc2S1(=O)=O)NCc1ccccc1Cl | -49%[2.33 µM] | -7% | -3% | 5% | 5% | 31% | 0% | -1 | -12%
CCn1c(C)[n+](Cc2ccccc2)c2ccc(C(=O)OC)cc21 | 32µM* | -3% | x | -1% | u | -3% | -27% | -19 | -14%
COc1ccccc1CC(=O)Nc1cccc(F)c1 | 8%[59 µM] | -7% | 1% | -2% | -10% | 13% | 2% | -1 | -24%
CC(=O)Nc1ccccc1P(=O)(c1ccccc1)c1ccccc1OC(C)=O (configuration not stated) | x | -11% | 17% | 2% | 4% | 7% | 10% | -2 | 16%
CC(N=C1CC(C)(C)CC(=O)/C1=C(/O)CCCN1C(=O)c2ccccc2C1=O)C(=O)O (configuration not stated) | u | -11% | x | 2% | -4% | 34% | 2% | -1 | -9%
COc1cc(/C=C2\SC(=O)NC2=O)ccc1Oc1ccc([N+](=O)[O-])cn1 | -3%[12.7 µM] | -26% | -38% | 3% | 58%[activator] | -15% | 0% | -1 | 11%
O=C(CCc1ccccc1)Nc1ccc(NC(=O)c2ccco2)nc1 | -5%[59 µM] | 2% | 5% | -3% | 0% | 34%[activator] | 3% | -8 | -36%
NS(=O)(=O)c1ccc(NC(=O)/C=C/c2ccc(S(=O)(=O)NCc3ccco3)cc2)cc1 | -10% | -12% | -24% | 18% | -4% | 12% | -12% | -2 | -13%
COc1ccc(C(=O)N2CCC(c3nc(-c4ccc(S(=O)(=O)N5CCCC5)cc4)no3)CC2)cc1 | -2%[59 µM] | -12% | -15% | -3% | -14% | 44%[activator] | 7% | 3 | -15%
O=C(NCC1CCCCC1)c1ccc([N+](=O)[O-])cc1 | 24% | -3% | 1% | 10% | 6% | 10% | 0% | -8 | 4%
COC(=O)c1scc(C)c1NS(=O)(=O)c1ccc(NC(C)=O)cc1 | -2% | -5% | 0% | 0%[15.4 µM] | 55%[activator] | 20% | -1% | -3 | 2%
Cc1ccc(S(=O)(=O)NCC(=O)NCC(=O)NC(C)c2ccccc2Br)cc1C (configuration not stated) | 28% | -16% | -15% | -8% | 0% | 12% | -5% | -4 | 11%
O=C(NCc1cccnc1)c1cccc(-c2cc3ccccc3oc2=O)c1 | u | -15% | u | 5% | -5% | 28% | 2% | 1 | 10%
COc1ccc(SCc2cc(=O)c3ccc(C)c(C)c3[nH]2)cc1 | 4%[59 µM] | -23% | 9% | 0% | -21% | 14%[57 µM] | 0% | -1 | 21%
COc1ccc(N(C)C2=NS(=O)(=O)c3ccccc32)cc1 | u | -4% | 29% | -5% | 46%[activator] | 42%[activator] | 4% | 2 | -14%
C/C(=N\NC(=O)c1ccoc1C)c1cccnc1 | 33%[59 µM] | -28% | 13% | -9% | 21% | -4% | 5% | -4 | 9%
COc1cc(S(=O)(=O)N2CCCCC2)ccc1NC(=O)c1ccncc1 | 10% | -17% | 4% | 0% | 17% | -18% | 2% | 5 | 7%
Cc1coc2cc3oc(=O)c(CCC(=O)O)c(C)c3cc12 | 18%[59 µM] | 0% | -10% | 4% | -3% | 24% | 4% | 5 | -12%
Cc1ccc(C(=O)OCC(=O)c2ccc(S(=O)(=O)N3CCCCC3)cc2)o1 | 50µM* | u | -18% | 2% | u | -11% | 15% | -6 | -3%
CC(=O)N1CCC2(CC1)C(C#N)=C(N)Oc1c2sc2nc(C)cc(C)c12 | 11µM* | -21% | -34% | -5% | -13% | 43%[activator] | -15% | 7 | -24%
CCC1(CC)NC(=O)N(CC(=O)OCC(=O)Nc2sccc2C#N)C1=O | -31% | 6% | -9% | 2% | -6% | 15% | 3% | -4 | u
CC(C)(C#CC(O)(c1ccccc1)c1ccccc1)N1CCCC1 | -4% | -26% | 2% | 13% | 4% | 5% | 1% | -7 | 11%
CCOC(=O)C1C(O)=CC(=O)CC1c1ccccc1 (configuration not stated) | 3%[2.33 µM] | -21% | 1% | 1% | -7% | 49%[activator] | 3% | -3 | -21%
CC1(c2ccccc2)NC(=O)N(CC#N)C1=O (configuration not stated) | 17% | -8% | -2% | 4% | 2% | 38% | -2% | 0 | 0%
CCN(CC(=O)Nc1ccc2c(c1)OCCO2)CC(=O)Nc1ccccc1C(F)(F)F | x | 5µM* | x | 0% | 293%[activator] | 28µM* | 0% | -3 | -22%
COc1cccc(-c2nc(-c3ccc(NC(=O)c4ccncc4)cc3)no2)c1 | u | -16% | u | 6% | 0% | 20% | x | -5 | 16%
CC(=O)N1c2c(cc(Br)cc2S(=O)(=O)N2CCN(c3cc(C)ccc3C)CC2)CC1C (configuration not stated) | u | u | -11% | -3% | -7% | -8% | -4% | 2 | 10%
Cc1nnc(N/N=C/c2ccccc2C(F)(F)F)n1N | 45µM* | -9% | -16% | 3% | 18% | 29% | -1% | -17 | -9%
CCN(c1ccccc1)S(=O)(=O)c1cc(C(=O)O)ccc1C | 1%[0.501 µM] | -24% | 50µM* | -1% | u | 8% | 6% | 8 | -22%
CN1\C(=C/C=C/C=C/C=[N+](C)C)C(C)(C)c2ccccc21 | 11µM* | 50µM* | 11µM* | x | 2% | u | -14% | -19 | -61%[56.9 µM]
CCOC(=O)c1cnc(-c2ccccc2)nc1N1CC(C)OC(C)C1 (configuration not stated) | 16% | 15% | -5% | -6% | -4% | 73%[activator] | 1% | 1 | 10%[56.9 µM]
CC(=O)Nc1cc(C(=O)NCc2ccc(F)cc2Cl)ccc1Sc1ccc(Cl)cc1 | -4%[59 µM] | -17% | -4% | -4% | u | 21% | 6% | 0 | 15%
Cc1cc2c(c(=O)o1)C(CCC1CCCCC1)C(C#N)=C(N)O2 (configuration not stated) | u | -5% | -7% | 16%[15.4 µM] | u | 28% | 0% | 1 | -30%
O=C(O)CNC(=O)C1(N2C(=O)c3ccccc3C2=O)CCCC1 | x | -5% | x | 9% | -11% | 27% | -9% | -2 | 16%
CC(=O)c1ccc(NC(=O)Nc2ccccc2)cc1 | 1%[59 µM] | -22% | -1% | x | -14% | 22% | -1% | 0 | 2%
O=C1/C(=C/c2cccnc2)Oc2cc(OS(=O)(=O)c3ccc(Cl)cc3)ccc21 | -17% | -15% | u | -6% | 3% | 14% | -10% | 7 | -18%
CCCOc1ccc(C2(C(=O)O)CCCC2)cc1 | 18%[59 µM] | -15% | 1% | -1% | 0% | 25% | -4% | -4 | -14%
